PABP1 MLLE inh: inhibitors of PABP1 MLLE–PAM2 peptide binding, primary screen, biochemical, fluorescence polarization, FITC-PAM2, GST-MLLE; AID 588489, 2011; 360,000 compounds, 0.36% hits; Polyadenylate-binding protein 1 (Homo sapiens), P11940; inhibition, % at 20 µM; in the data active = inhibition above about 35%, passing the limit was not always enough;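 also: plate controls were DMSO wells with GST-MLLE for no effect and wells lacking GST-MLLE protein for full effect; some results filed as inactive read as strong as hits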
FAS-TE inh: FAS thioesterase domain inhibitors, primary screen, biochemical, fluorescence intensity, uHTS. Fatty acid synthase (Homo sapiens), P49327. recombinant FAS-TE, OMFH fluorogenic substrate, fluorescence endpoint. inhibition, % at 15 µM. 360,000 compounds, 0.67% hits. AID 602261, 2012;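 active = compounds whose normalised, plate-corrected inhibition of enzyme fluorescence in the single-dose primary screen is 50% or more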;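 also: 0% = DMSO with enzyme and 100% = substrate without enzyme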
Neddyl block: inhibitors of cullin neddylation, primary screen, biochemical, TR-FRET, uHTS, NAE and Ubc12; 360,000 compounds, 0.58% hits; calls only at 25 µM; NEDD8-conjugating enzyme Ubc12 (Homo sapiens) + NEDD8-activating enzyme E1 regulatory …; in the data active = inhibition above about 36%
SKN-1 inh: suppressors of acrylamide-induced Pgst-4::GFP reporter in worms, primary screen, SKN-1 inhibitor project, whole organism, uHTS, GFP/RFP fluorescence ratio, strain VP596; C. elegans VP596 Pgst-4::GFP/RFP ratio, 24 h; inhibition, % at 21.8 µM; 360,000 compounds, 0.49% hits;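 active = interference check ratio from 0.5 to 1.5 plus GFP to RFP signal ratio inhibition reaching or exceeding a fixed threshold, cut at about 30% in these data, passing the limit was not always enough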; also: some compounds called inactive have numbers as strong as hits
MsrA act: bovine MsrA enzyme activators, primary screen, biochemical, absorbance, HTS | 360,000 compounds, 0.3% hits | purified bovine MsrA, absorbance read-out | activation, % at 10.6 µM | Methionine sulfoxide reductase A (Bos taurus); in the data active = activation above about 7.5%;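 also: 0% = vehicle and 100% = reference activator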
eLon inh: inhibitors of E. coli Lon protease, primary screen, biochemical, fluorescence polarization; inhibition, % at 7.94 µM; purified E. coli Lon protease; 360,000 compounds, 0.42% hits; P0A9M0; in the data active = inhibition above about 13%, passing the limit was not always enough;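 also: 0% = enzyme with probe and DMSO and 100% = no enzyme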
Rin1 Abl inh: inhibitors of Rin1-Abl protein binding, primary screen, biochemical, TR-FRET | Tyrosine-protein kinase ABL1 (Homo sapiens) + Ras and Rab interactor 1 (Homo sapiens), … | inhibition, % at 7.35 µM | 360,000 compounds, 0.4% hits; in the data active = inhibition above about 5%, passing the limit was not always enough
MT1-MMP act inh: blockers of MT1-MMP proenzyme processing, primary screen, HT1080 RFP-PRO-GFP cells, GFP/RFP fluorescence | 360,000 compounds, 0.061% hits | Matrix metalloproteinase-14 (Homo sapiens), P50281 | GFP/RFP ratio fluorescence, overnight; percent of plate control window, DMSO zero | GFP/RFP ratio change, % at 20 µM | AID 651647, 2012;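 active = GFP/RFP ratio change of at least 30% with cell ATP level not reduced by more than half and red fluorescence within 50% of control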; also: strong numbers were not always called active
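Test system: HT1080 cells expressing an RFP-PRO-GFP fluorescent reporter construct / Compound dosing: single-point 20 µM compound, 1% DMSO / Schedule: cells overnight before dosing, compound overnight, 37 °C, 5% CO2 / Evaluation: GFP/RFP fluorescence ratio / Control set: DMSO and RFP-L50D-GFP cell wells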
CendR NRP1 mod: modulators of CendR peptide binding to NRP-1, primary screen, biochemical, fluorescence polarization, uHTS. Neuropilin-1 (Homo sapiens), O14786. 360,000 compounds, 0.85% hits. FAM-RPARPAR peptide binding to NRP-1. inhibition, % at 25 µM;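 active = inhibition or corrected inhibition above about 18%, plus a signal ratio from 0.5 to 1.5, limit read from the data, passing the limit was not always enough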; also: strong numbers were not always called active
Active calls of the source: *; i = inactive; nt = no result given. Rows were taken by chance; overall some 4% were active at least once.

Values run as follows: PABP1 MLLE inh	Rin1 Abl inh	SKN-1 inh	MsrA act	eLon inh	Neddyl block	CendR NRP1 mod	MT1-MMP act inh	FAS-TE inh
COc1ccc(Cn2nnnc2CN(Cc2cc3cccc(C)c3[nH]c2=O)C2CCCC2)cc1
→ 0	1	1	0	-2	i	-1	0	1
Cc1nc2cc(N)ccc2n1C1CCCCC1
→ -1	-4	-10	-1	-3	i	5	-3	-2
O=c1[nH]c(SCc2c(Cl)cccc2Cl)nc2ccccc12
→ 8	1	-2	-1	-3	i	6	3	1
O=C(NCCCN1CCCCC1)c1ccc2c(=O)n(CCc3ccccc3)c(=O)[nH]c2c1
→ -10	2	11	-6	-5	i	9	-5	-5
Cc1ccc2c(C)c(C(=O)Nc3cccnc3)oc2c1C
→ -12	-2	5	1	8	i	1	-4	-6
CC1CN(C(=O)c2ccn(C)n2)CC(C)O1 (configuration not stated)
→ 4	1	10	-6	-4	i	7	2	-15
CC(=O)c1cccc(NC(=O)COc2ccc3oc(=O)cc(C)c3c2)c1
→ 11	0	14	-6	-4	i	-14	0	-2
CC(OC(=O)Cc1c[nH]c2ccccc12)C(=O)NC1(C#N)CCCCC1 (configuration not stated)
→ -1	0	-12	-7	2	i	2	-5	-6
Cc1cccc(C(=O)N(Cc2cccs2)C2CCS(=O)(=O)C2)c1 (configuration not stated)
→ 5	1	36*	-2	-2	i	5	-1	-6
Cc1ccc(SCC(=O)N2CCN(c3ccccn3)CC2)cc1
→ 5	-1	-11	-3	5	i	-17	2	-1
Clc1ccc2c(NCc3ccccn3)ncnc2c1
→ -6	0	13	-5	-6	i	-2	-2	-7
Cc1ccccc1S(=O)(=O)NC1OC(=O)C(Oc2ccccc2)=C1Br (configuration not stated)
→ -16	0	-5	2	0	i	-18	-5	-3
CCCCC(OC(=O)CN1C(=O)COc2ccccc21)C(=O)NC1CCCCC1 (configuration not stated)
→ -12	4	0	0	-6	i	6	2	5
O=C(Nc1cccc(NC(=O)c2ccco2)c1)c1cnccn1
→ 1	-3	8	0	-10	i	-3	-6	-8
O=C(NCC(c1ccco1)N1CCc2ccccc2C1)C(=O)Nc1cc(F)ccc1F (configuration not stated)
→ -1	2	19	1	-1	i	-2	0	20
CC(C)CCn1nnnc1CN1CCN(C(c2ccccc2)c2ccccc2)CC1
→ 1	1	-3	0	-2	i	6	-5	26
COc1cccc(CN2CCC(C(=O)N3CCN(Cc4ccc5c(c4)OCO5)CC3)CC2)c1OC
→ 7	1	18	-4	6	i	12	4	-5
CC(C)n1c(O)c(N=NC(=O)CNC(=O)Cc2ccc(Cl)cc2)c2ccccc21
→ -1	0	3	-5	7	i	21*	-3	16
Cc1csc(NC(=O)c2cccc(C)c2C)n1
→ 4	0	9	0	-5	i	9	2	-6
OCCCC1CCCCN1Cc1nc(Cc2ccccc2Cl)no1 (configuration not stated)
→ -2	2	-5	-2	-2	i	4	0	-5
Cc1cc(OCCCC(=O)NCCc2nnc3ccccn23)ccc1Cl
→ 6	4	-2	-11	-8	i	8	6	4
Cc1cccc2[nH]c3c(N4CCN(C(=O)c5ccco5)CC4)ncnc3c12
→ -7	-3	-3	-4	-4	nt	-6	11	-6
COCCCNC(=O)c1ccc2c3c(onc13)-c1ccccc1C2=O
→ 193	-14	62*	1	2	i	-6	24	5
CC(C)COP(=O)(OCC(C)C)C(Nc1ccccc1)c1ccccc1 (configuration not stated)
→ 5	-2	-4	-1	4	i	1	-14	16
CN(C)CCN=c1cc(-c2ccccc2)oc2ccc(Cl)cc12
→ -4	0	19	6	-8	i	0	2	6
COCc1ccc(C(=O)Nc2ccccc2C(=O)NCc2cccnc2)cc1
→ -7	-1	5	-4	1	i	-2	0	-2
Cc1ccccc1NC(C)C(=O)N/N=C/c1ccccc1OCc1cccc(Br)c1 (configuration not stated)
→ -3	-5	11	-3	0	i	0	-6	19
O=C(Cc1c(F)cccc1Cl)Nc1nccs1
→ -1	-1	-14	-6	3	i	3	1	-7
CCn1cnc2cc(NC(=O)c3cccs3)ccc21
→ 8	-2	10	-6	-4	i	-4	1	-2
CCN(CC)C(=O)CSc1nc(COc2ccccc2)nc2ccccc12
→ -6	42*	-1	-5	-6	i	6	1	7
Cc1ccc(NC(=S)NCc2ccccc2)cc1S(=O)(=O)N1CCCCC1
→ -9	0	9	1	6	i	10	3	21
N#Cc1ccc(-c2cn(-c3ccccc3)c3[n+]2CCCS3)cc1
→ 1	1	4	-1	-3	i	13	4	-3
O=C(CSc1nc2ccccc2c(=O)[nH]1)Nc1ccc(Br)cc1
→ 3	1	-10	-4	-9	i	-13	5	-5
CC(=O)c1sc(Nc2nc3ccc(F)cc3s2)nc1C
→ 3	-1	0	7.8*	2	i	10	-7	0
O=C(NCC(c1ccco1)N1CCN(c2ccccc2)CC1)C1CCCCC1 (configuration not stated)
→ 0	-1	11	0	2	i	4	-1	-6
N#Cc1ccc(OCc2nnc(SCC(=O)N3CCCc4ccccc43)n2-c2ccccc2)cc1
→ -38	3	-25	-8	-2	i	5	-6	1
CCOc1cc(C)c(C(C)C)cc1S(=O)(=O)N1CCN(C)CC1
→ -10	0	-7	-10	-7	i	-5	-6	0
CC1(C)Cc2ccccc2-c2nnc(SCC(=O)N3CCN(c4ccccc4)CC3)n21
→ -1	1	10	-11	2	i	10	12	2
CC(=O)c1c(NC(=O)C(C)C)nc(C)nc1-c1ccccc1
→ 12	2	21	-2	-3	i	1	2	-3
CC(C)COC(=O)N1CCCCC1c1cc(C(=O)Nc2ccc3c(c2)OCO3)no1 (configuration not stated)
→ 14	-1	-5	-2	-5	i	-6	1	26
CC(C)(C)NC(=O)CSc1nc2ccc(NC(=O)CSc3nnnn3Cc3ccccc3)cc2s1
→ -34	-1	5	-2	-1	i	1	5	9
CC(=O)N1CCCc2cc(S(=O)(=O)N3CCCC(C(=O)NCc4ccc(Cl)cc4)C3)ccc21 (configuration not stated)
→ 2	3	-1	-4	0	i	4	-6	10
CC(C)(O)c1cc2ccccc2c(=O)o1
→ -1	2	-3	-13	9	i	0	1	-9
O=C1CC(N2CCN(Cc3ccccc3)CC2)C(=O)N1c1ccc2c(c1)OCCO2 (configuration not stated)
→ 10	-4	7	0	0	i	1	1	0
CCN1CCN(c2nc3c(C)cccn3c(=O)c2/C=C(\C#N)S(=O)(=O)c2ccccc2)CC1
→ 18	-8	0	-4	3	i	-17	-16	9
COC(=O)CNC(=S)NC(=O)c1ccc(C(C)(C)C)cc1
→ 19	-1	1	-1	15	i	4	2	6
C=CCn1c(N)c(C(=O)NCC2CCCO2)sc1=S (configuration not stated)
→ 33	-2	2	-7	-6	i	7	1	-5
Cn1c(SCC(=O)NCc2ccc3c(c2)OCO3)nnc1C1COc2ccccc2O1 (configuration not stated)
→ -1	2	1	-13	-8	i	-15	-4	-10
COc1ccc(C(=O)NC(CC(=O)O)c2cc([N+](=O)[O-])ccc2Cl)c(SC)c1 (configuration not stated)
→ 15	1	-10	-6	-10	i	1	0	50*
CN(C)c1c(N)[nH]c2c(c1=O)c(=O)n(C)c(=O)n2C
→ -5	0	-1	-2	7	i	-9	3	-4
Cc1ccc(NC(=O)COC(=O)Cn2ccc(=O)[nH]c2=O)cc1C
→ -3	3	-2	-1	-4	i	4	1	-8
O=C(O)Cn1c(SC2CCCCC2)nc2ccccc21
→ 7	2	9	2	-5	i	0	3	-6
O=C1C=CN(C(=O)Oc2ccccc2)CC1
→ 8	1	-1	-1	-1	i	4	-3	-12
CN(C(=O)COC(=O)c1ccccc1SCC(=O)NC1CCCCCCC1)C1CCS(=O)(=O)C1 (configuration not stated)
→ 20	1	5	-2	0	i	1	1	-2
O=C(Cn1cc2c(n1)CCCCC2)NC1CCCCCC1
→ 1	0	-10	-9	-4	i	-14	17	-4
Cn1c(=O)[nH]c(=O)c2c1nc(N1CCCCC1)n2CCSc1ncccn1
→ -4	4	13	-1	2	i	6	1	-4
O=C(CN(Cc1ccco1)C(=O)CNS(=O)(=O)c1ccccc1)NC1CCCCC1
→ 3	-1	-2	-6	-11	i	-5	0	-5
O=[N+]([O-])c1ccc(S(=O)(=O)NCC(c2cccnc2)N2CCc3ccccc32)cc1 (configuration not stated)
→ -2	-1	8	-2	-15	i	-7	-2	20
COc1ccc(-c2c3c(=O)n(C)c(=O)n(C)c3cn2NC(C)=O)cc1
→ 3	1	7	-4	-9	i	-9	3	-8
OCCN1CCN(C(=S)Nc2ccccc2)CC1
→ 2	-5	-8	-3	0	i	17	0	-3

No new results follow: 2 of the compounds above.
Values run as follows: PABP1 MLLE inh	Rin1 Abl inh	SKN-1 inh	MsrA act	eLon inh	Neddyl block	CendR NRP1 mod	MT1-MMP act inh	FAS-TE inh
Cc1ccc(NC(=S)NCc2ccccc2)cc1S(=O)(=O)N1CCCCC1
→ -9	0	9	1	6	i	10	3	21
N#Cc1ccc(-c2cn(-c3ccccc3)c3[n+]2CCCS3)cc1
→ 1	1	4	-1	-3	i	13	4	-3

More entries follow:
Values run as follows: PABP1 MLLE inh	Rin1 Abl inh	SKN-1 inh	MsrA act	eLon inh	Neddyl block	CendR NRP1 mod	MT1-MMP act inh	FAS-TE inh
COc1ccc(N2CCN(c3ncnc4nc[nH]c34)CC2)cc1
→ 3	-4	-11	0	2	i	-1	0	-8
CNc1cc(=O)n(C)c(=O)n1-c1ccccc1
→ -3	-5	3	-4	-1	i	0	-3	-4
COc1ccc(CNC(=O)[C@H](C)NC(=O)[C@@H]2Cc3ccccc3CN2)cc1
→ -4	0	0	4	2	i	3	-4	-4
CC1CCCN(CCCN2C(=O)C3C(C(=O)Nc4cccc(Cl)c4)C4C=CC3(O4)C2C(=O)NC2CCCCC2)C1 (configuration not stated)
→ -5	0	-7	-7	6	i	0	-2	-3
Cc1ccccc1Nc1c(F)c(F)c(F)c(F)c1C(=O)O
→ 4	2	10	-3	6	i	17	3	1
CC1Cc2ccccc2N1Cc1cc(=O)n2ccsc2n1 (configuration not stated)
→ 5	-8	8	-4	10	i	9	-1	-2
CCOC(=O)c1ccc2c(c1)[n+](CC)c(C)n2-c1ccccc1
→ -120	3	-3	-8	-2	i	5	-2	-8
CC(C)C[C@@H](CNCC(=O)[C@H](C)NC(=O)c1[nH]cnc1C(=O)N[C@@H](C)CN)NC(=O)c1nc[nH]c1C(=O)N[C@@H](CO)C(=O)O
→ 2	-2	-10	-5	2	i	-5	3	-10
S=c1[nH]nc(CCc2ccc(Cl)cc2)o1
→ -61	-1	9	2	2	i	0	4	3
COc1ccc(-n2nc([N+](=O)[O-])c(=NCCc3ccc(OC)c(OC)c3)n2O)cc1
→ -25	-6	-2	-2	0	i	3	1	-5
S=c1[nH]nc(C2CCCCC2)n1/N=C/c1ccccc1Br
→ -80	0	-10	-2	-2	i	2	3	27

Marked active in CendR NRP1 mod, of those listed so far:
SMILES	PABP1 MLLE inh	Rin1 Abl inh	SKN-1 inh	MsrA act	eLon inh	Neddyl block	CendR NRP1 mod	MT1-MMP act inh
CC(C)n1c(O)c(N=NC(=O)CNC(=O)Cc2ccc(Cl)cc2)c2ccccc21	-1	0	3	-5	7	i	21*	-3

Screening data from PubChem.
